# core dimer inh = HCV core protein dimerization inhibition; TR-FRET GST/Flag-core106 dimerization, 1536-well; inhibition, % at 5 µM; 300,000 tested, 0.33% active;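 active means inhibition above the mean of all tested compounds plus 3 SD, set per screening campaign, cut at about 45% in these data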
#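 test system = GST/Flag-tagged HCV core106 proteins | probe or stimulus = Eu donor and XL665 acceptor anti-tag antibodies | times = compound-protein-antibody incubation 4 h at 22.5 °C | signal = TR-FRET, excitation 340 nm, emission 617 and 671 nm | measure = percent inhibition of core106 dimerization signal | controls = wells lacking GST-core106 and wells with excess unlabelled core106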
# PREPL inhibitor = inhibitors of human prolyl oligopeptidase-like enzyme PREPL; Q4J6C6; recombinant PREPL, fluorescence polarization activity-based probe; inhibition, % at 5.96 µM; 320,000 tested, 0.68% active; AID 2751; in the data active means inhibition above about 43%;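 further: 0% = enzyme with DMSO and 100% = wells lacking enzyme; many of its hits are not listed in these tables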
# JMJD2C inh = blocks human GASC-1 demethylase activity. inhibition, % at 2.35 µM. GST-JMJD2C(1-420) H3K9me3 demethylation, DELFIA europium. Q9H3R0. 330,000 tested, 0.069% active. AID 2099;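 active means more than half of a compound's replicate wells show inhibition beyond 50%, single wells judged on their own value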;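 further: signal counts dimethyl H3K9 product captured on neutravidin plate; 0% = median of DMSO wells and 100% = 0.3 times that DMSO median; strong numbers were not always called active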
# Target sequence (Q9H3R0 1-420 limits assumed): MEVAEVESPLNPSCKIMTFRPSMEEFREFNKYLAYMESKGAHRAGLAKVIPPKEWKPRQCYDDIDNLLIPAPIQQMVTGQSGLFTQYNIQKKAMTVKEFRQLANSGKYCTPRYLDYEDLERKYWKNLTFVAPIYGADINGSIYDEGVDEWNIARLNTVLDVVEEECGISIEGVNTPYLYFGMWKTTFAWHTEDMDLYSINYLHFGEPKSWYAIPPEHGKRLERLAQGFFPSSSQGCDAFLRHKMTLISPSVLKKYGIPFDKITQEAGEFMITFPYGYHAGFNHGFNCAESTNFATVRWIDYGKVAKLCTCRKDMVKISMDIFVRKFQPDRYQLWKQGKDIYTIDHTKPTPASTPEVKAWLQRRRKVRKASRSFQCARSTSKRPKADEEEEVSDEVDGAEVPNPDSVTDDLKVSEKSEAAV
# PP5 inh = blocks human protein phosphatase 5 activity; purified PP5c, OMFP substrate fluorescence; inhibition, % at 6.7 µM; 320,000 tested, 0.18% active;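 active means inhibition above the campaign's mean inhibition across all tested compounds plus 3 SD, cut at about 9.5% in these data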;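 further: 0% = DMSO only and 100% = 100 µM cantharidin control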
# LYPLA2 counter = blocks human lysophospholipase 2, a PME1 counter-screen | 320,000 tested, 0.38% active | inhibition, % at 5.9 µM | recombinant LYPLA2, FP-Rh probe fluorescence polarization | AID 2177;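 active means inhibition above the screen-wide mean plus 3 SD, limit set per campaign, cut at about 26% in these data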;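 further: 0% = LYPLA2 with DMSO and 100% = wells lacking LYPLA2 enzyme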
# Target sequence (O95372 whole entry, looked up): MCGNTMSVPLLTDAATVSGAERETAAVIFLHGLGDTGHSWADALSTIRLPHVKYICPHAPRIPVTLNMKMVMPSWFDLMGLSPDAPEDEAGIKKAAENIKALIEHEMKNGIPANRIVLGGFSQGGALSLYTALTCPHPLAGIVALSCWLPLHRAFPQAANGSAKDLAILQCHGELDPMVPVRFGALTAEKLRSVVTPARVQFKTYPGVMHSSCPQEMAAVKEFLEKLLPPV
# TPT1 inh = blocks Candida albicans tRNA 2'-phosphotransferase; inhibition, % at 5 µM; AID 1962; 300,000 tested, 0.81% active; recombinant caTPT1, FP RNA substrate dephosphorylation;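 active means inhibition above the mean of all tested compounds plus 3 SD, set per screening campaign, cut at about 24% in these data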;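 further: plate controls were DMSO alone for no effect and ferristatin control at 100 nM for full effect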
# PP1 inh = PP1-alpha (human) inhibition in PP5 counter-screen | P62136 | purified PP1alpha, OMFP fluorescence | inhibition, % at 6.7 µM | 320,000 tested, 0.9% active;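 active means inhibition above the mean inhibition of all tested compounds plus 3 SD, computed separately for each screening campaign, cut at about 15% in these data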
# Target sequence (P62136 whole entry, looked up): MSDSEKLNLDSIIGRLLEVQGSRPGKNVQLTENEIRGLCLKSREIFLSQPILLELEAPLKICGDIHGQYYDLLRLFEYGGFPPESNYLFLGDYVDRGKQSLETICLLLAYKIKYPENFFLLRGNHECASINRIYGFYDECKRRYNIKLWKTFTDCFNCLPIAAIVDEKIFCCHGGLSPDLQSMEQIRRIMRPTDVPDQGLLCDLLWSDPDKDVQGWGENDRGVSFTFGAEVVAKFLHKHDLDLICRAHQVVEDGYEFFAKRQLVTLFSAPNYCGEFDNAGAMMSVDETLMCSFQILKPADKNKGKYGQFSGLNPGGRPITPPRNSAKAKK
# CTSL1 counter = counter-screen for PFM18AAP inhibitors: inhibitors of F. hepatica cathepsin L1; recombinant F. hepatica cathepsin L1, Z-Leu-Arg-MCA fluorescence; inhibition, % at 5.96 µM; AID 1906; 300,000 tested, 0.49% active;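 active means inhibition above the mean of all tested compounds plus 3 SD, set per screening campaign, cut at about 17% in these data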;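 further: 0% = plate median of test compound wells and 100% = 1 µM Z-Phe-Ala-diazomethylketone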
# Efflux pump inh = blocks antifungal efflux pumps in multiplex yeast assay. S. cerevisiae Candida pump triplex, Nile Red efflux. inhibition, % at 10 µM. 330,000 tested, 0.44% active. AID 485275;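 active means plate passing quality check with inhibition over a set limit, or well fluorescence over plate mean plus 4 SD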;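 further: Nile Red retained in pooled yeast measured as flow cytometry median fluorescence; 0% = buffer negative control and 100% = Enniatin B positive control; higher means more Nile Red kept so more efflux inhibition; some compounds called inactive have numbers as strong as hits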
# Active calls of the source: *; / = no result given.
SMILES,core dimer inh,PREPL inhibitor,JMJD2C inh,PP5 inh,LYPLA2 counter,TPT1 inh,PP1 inh,CTSL1 counter,Efflux pump inh
Cc1nn(Cc2ccc(C(=O)n3cccn3)o2)c(C)c1Br,1,4,3,2.2,1,-2,1,-44,0.1
C=CCN(C(=O)c1csnn1)C(C(=O)NCc1ccccc1)c1cccs1 (configuration not stated),1,7,4,-1.4,1,-6,-2,5,0.0
O=C(NC1CCCCC1)c1ccc(S(=O)(=O)N2CCCCC2)cc1,1,-10,4,1.5,-1,-4,-1,-2,0.1
Cc1cc(N2C(=O)C(=O)/C(=C(/O)c3ccc(F)cc3)C2c2ccc(F)cc2)no1 (configuration not stated),-4,2,4,0.2,9,-3,8,-1,-0.1
CCOc1ccccc1CNC(=O)C1CCN(c2nnc(C)c3c(C)n(-c4ccc(C)cc4)nc23)CC1,15,23,15,0.1,-3,4,2,4,0.1
O=C(Nc1ccc(CSc2ccccc2)cc1)c1ccccc1,0,-10,0,-1.0,-2,-5,-1,0,0.0
Cc1ccsc1/C=N/NC(=O)c1cccc(S(=O)(=O)Nc2ccccc2Cl)c1,7,9,9,0.2,4,-5,1,4,0.0
N#CCSc1nn(-c2ccc(F)cc2)c(=S)s1,1,-6,23,-1.4,-7,3,0,0,-0.2
CCOc1ccc(NC(=O)Nc2ccccc2SC)cc1,-4,5,2,-1.0,3,2,0,-5,0.1
O=C(NCCc1ccc(F)cc1)c1ccc(S(=O)(=O)N2CCCC2)cc1,/,14,-14,4.4,1,/,1,/,-0.1
O=C(COC(=O)c1ccc(-c2cnc3ccccc3n2)cc1)c1ccccc1,-9,12,4,0.2,4,-3,0,4,0.1
CCCc1cc(=O)oc2c(CN3CCN(C)CC3)c(O)c(Cl)cc12,1,0,6,-2.4,-2,-2,-3,9,-0.2
O=C(COc1ccc(-n2cnnn2)cc1)Nc1ccccc1OC(F)F,/,3,1,2.4,4,/,-8,/,-0.1
CCCOc1cccc(-c2nc3ccccc3c(=O)o2)c1,8,4,-4,0.1,1,-1,1,-3,-0.1
COc1cccc(N2CC(NC(=O)C(=O)c3c(C)[nH]c4ccccc34)CC2=O)c1 (configuration not stated),-4,1,-11,1.8,-4,2,-6,3,0.1
CC1CC(C)CN(C(=O)Cn2c(SCC(=O)N3CCc4ccccc4C3)nc3ccccc32)C1 (configuration not stated),10,21,7,3.7,7,-1,6,3,0.1
CCOC(=O)c1ccc(COC(=O)CNS(=O)(=O)c2ccccc2)cc1,0,6,-1,0.9,1,-4,0,-29,0.0
O=C(CSc1cnc2ccccc2n1)NC1CCCC1,-5,12,-2,1.0,4,4,-1,-4,0.2
CC(=O)COc1ncnc2c(Cl)cc(Cl)cc12,-2,-4,-9,2.2,-5,-2,-2,0,0.1
CCOc1ccc(Nc2nc(N3CCOCC3)nc(N3CCOCC3)n2)cc1,-10,15,1,0.9,4,0,-2,1,0.1
O=C1Nc2ccccc2C12OCCO2,3,4,0,0.5,2,2,0,0,0.1
Cc1ccc(NC(=O)CCC(=O)NNC(=O)COc2cccc3ccccc23)c(C)c1,14,7,-1,-1.5,-17,-1,1,3,0.0
Cc1ccc(C(=O)OCC(=O)c2ccc(CC(=O)N3CCOCC3)s2)cc1C,/,19,14,-1.8,-1,/,5,/,-0.2
CC(=O)N1CCN(c2ccc(NC(=O)c3ccc(Cl)cc3)cc2)CC1,-10,8,-1,-3.0,1,6,2,3,0.5
CCN(C(=O)COC(=O)/C=C/c1c(C)nn(Cc2ccc(C)cc2)c1C)C1CCS(=O)(=O)C1 (configuration not stated),-3,14,-21,-0.1,2,2,-4,-17,0.0
# Next section:
SMILES,core dimer inh,PREPL inhibitor,JMJD2C inh,PP5 inh,LYPLA2 counter,TPT1 inh,PP1 inh,CTSL1 counter,Efflux pump inh
COc1cccc(CNn2cnnc2)c1O,1,4,8,-0.7,8,4,-4,-2,0.1
CCN(CCCNC(=O)CCCCn1c(=O)[nH]c2ccccc2c1=O)c1ccccc1,3,5,3,1.1,4,2,1,1,-0.2
C=C(C)CN1C(=O)C2(OCCO2)c2ccccc21,0,17,33,-9.7,-5,0,-6,-5,0.0
Cc1cccc(C)c1NC(=O)COC(=O)c1nonc1N,-7,-5,-13,-0.2,-3,2,-6,0,0.2
CCCC(C)C(=O)Nc1nc(C)c(-c2csc(Nc3cc(Cl)ccc3C)n2)s1 (configuration not stated),-85,-5,-1,2.4,-8,3,12,1,0.0
COc1ccccc1CN1CCNC(=O)C1CC(=O)NCCOc1cccnc1 (configuration not stated),4,5,0,-1.3,-6,-5,-4,-4,0.0
CCCn1c(SCc2ccccn2)nc2c1c(=O)n(C)c(=O)n2C,-2,3,0,-0.2,8,-2,-5,-3,0.0
N#CC1=C(N)Oc2c(ccc3cccnc23)C1c1ccccc1 (configuration not stated),7,-3,4,0.1,2,-1,1,-3,0.1
CC(=O)OCC1CCCC2=C(C)C(=O)CCC21COC(C)=O (configuration not stated),-9,-8,5,0.8,-2,2,-1,-3,0.2
COc1ccc(C(=O)NCCSCc2ccccc2Cl)cc1OC,0,-4,5,2.9,10,1,-2,1,0.0
CN=C(Nc1cc(C)nn1CCC#N)c1ccc(F)cc1,1,-11,3,0.2,0,-2,-5,-3,-1.1
CCc1ccccc1NC(=O)CN1CCN(C(=O)CNC(=O)Cc2cccc3ccccc23)CC1,/,23,/,1.4,3,/,2,/,-0.3
Cc1ccc(S(=O)(=O)NNc2nnc(C)c(=O)[nH]2)cc1,-6,-8,1,6.5,8,51*,0,2,0.1
CC(=O)CSc1nnc(CSc2ncccn2)n1C1CCCCC1,-2,13,1,1.6,-2,2,-7,2,0.2
O=C(COC(=O)CCCOc1ccccc1)NNC(=O)c1ccc([N+](=O)[O-])cc1,1,2,0,-0.6,5,-2,1,-12,0.1
CC(C)CN(C(=O)c1ccc(S(=O)(=O)N2CCOCC2)cc1)C1CCS(=O)(=O)C1 (configuration not stated),-7,17,-7,-0.7,0,-1,-6,0,0.0
CCOC(=O)C1=C(O)/C(=C\c2cccc(OC)c2)N=C1C,0,6,3,0.0,-4,3,-4,0,0.0
CCOC(=O)C1=C(COC(=O)C(CC)Oc2ccccc2)NC(=O)NC1C (configuration not stated),-5,-11,6,-1.1,0,0,3,0,0.0
O=C(CC1CCCCC1)Nc1nc2ccccc2s1,3,0,2,3.2,-1,1,-1,-1,0.0
C/C=C/c1cc(CN2CCN(c3ccccc3)CC2)c(O)c(OC)c1,1,16,-4,-1.4,18,-5,-7,-2,-0.2
CN(C(=O)COC(=O)c1ccccc1Nc1ccccc1)C1CCS(=O)(=O)C1 (configuration not stated),-3,-1,14,4.3,3,-1,4,0,0.2
Cc1ccc(N(C=NC#N)CC(=O)N2CCN(c3ccccc3)CC2)cc1,-2,13,-1,0.3,-7,-7,0,3,-0.1
Cc1c(C#N)c2ccccc2n1CC(=O)NC(C)c1ccccc1 (configuration not stated),0,3,4,1.1,-8,0,0,-1,-0.1
COc1ccc(C2C(C(C)=O)=C(C)Nc3ncnn32)cc1OC (configuration not stated),-2,-3,12,3.3,5,1,3,0,-0.2
COc1cccc(N2CC(=O)N(NC(=O)c3sc4nc(C)cc(C)c4c3N)CC2=O)c1,1,1,5,0.8,1,2,-2,1,-0.2

# Limited to PP1 inh (3 entries from above):
structure	PP1 inh
CC(C)CN(C(=O)c1ccc(S(=O)(=O)N2CCOCC2)cc1)C1CCS(=O)(=O)C1 (configuration not stated)	-6
CCOC(=O)C1=C(O)/C(=C\c2cccc(OC)c2)N=C1C	-4
CCOC(=O)C1=C(COC(=O)C(CC)Oc2ccccc2)NC(=O)NC1C (configuration not stated)	3

# Looked up above:
# Under CTSL1 counter, O=C(COC(=O)CCCOc1ccccc1)NNC(=O)c1ccc([N+](=O)[O-])cc1 reads -12
# Under PP1 inh, N#CC1=C(N)Oc2c(ccc3cccnc23)C1c1ccccc1 (configuration not stated) reads 1

# (continued)
SMILES,core dimer inh,PREPL inhibitor,JMJD2C inh,PP5 inh,LYPLA2 counter,TPT1 inh,PP1 inh,CTSL1 counter,Efflux pump inh
CCn1cc(/C=C(\NC(=O)c2ccc(OC)c(OC)c2)C(=O)NCCCO)c2ccccc21,-2,10,11,-2.5,-2,3,-7,4,0.1
Cc1cc(C)c(S(=O)(=O)Nc2cc(SCC(=O)O)c(O)c3ccccc23)cc1C,-9,13,31,4.8,30*,0,2,15,-0.4
CC(C)C(=O)NCCc1nc2ccccc2n1CCOc1ccccc1,-24,-8,-1,-1.3,2,1,-1,-2,0.1
CCN=C1SC(CC(=O)NCC)C(=O)N1CC (configuration not stated),-6,11,12,-0.9,-1,5,-2,1,0.1
NS(=O)(=O)c1cccc(NC(=O)COC(=O)/C(=C/c2cccs2)c2cccs2)c1,27,-73,-2,7.5,1,0,2,1,-0.3
N#Cc1cccc(NS(=O)(=O)c2ccccc2Cl)c1,/,4,/,-1.3,3,/,0,/,0.0
NC(=O)C1CCN(C(=S)c2ccc(-c3ccc(Br)cc3)o2)CC1,-9,7,5,3.6,-8,1,-3,5,0.1
COc1cc2c(cc1OC)C(=O)N1[C@H]3c4ccccc4OC[C@@H]3[C@H](c3ccccc3)[C@]1(C)C(=O)N2,25,3,-1,3.7,0,0,-2,-2,0.0
Cc1noc(NS(=O)(=O)c2ccc(NC(=O)c3cnc4scc(C)n4c3=O)cc2)c1C,-1,8,-1,1.0,2,-1,-5,4,0.0
CC1SC(=Nc2ccccc2)N(S(=O)(=O)c2ccccc2)C1=O (configuration not stated),-1,2,4,-2.0,3,3,0,3,0.2
COc1ccc(CCN2CC(C(=O)Nc3ccccc3F)CC2=O)cc1OC (configuration not stated),2,-4,1,-0.7,0,2,-3,2,0.0
COc1cc(CNCCO)cc(Cl)c1OCc1ccc(Cl)cc1Cl,-16,-62,27,2.0,-1,0,3,0,0.0
CC1(C)CCCC2=C1CC1C(=O)N(N)C(=O)C1C2 (configuration not stated),2,-10,0,-1.9,-7,3,-4,-1,0.1
CCCCC(NC(=O)Cc1c(C)c2cc3c(-c4ccccc4)coc3c(C)c2oc1=O)C(=O)O (configuration not stated),7,14,17,2.3,-4,-3,9,6,-0.2
CCOc1cc(S(=O)(=O)NCc2ccc3c(c2)OCO3)ccc1F,1,-4,4,2.4,8,2,-2,-3,-0.1
Cc1nn(C)c(C)c1S(=O)(=O)NCCc1ccc(Cl)cc1,2,-4,6,1.0,-2,-3,-4,0,0.1
COc1cc(COCC(O)CN2CCN(Cc3ccc4c(c3)OCO4)CC2)cc(OC)c1OC (configuration not stated),2,8,-8,-2.7,1,-2,3,2,0.1
Cc1cc(C)nc(SCc2cn3c(C)cccc3n2)n1,2,-1,-2,-2.4,4,4,-4,0,-0.1
CC(C)(C)OC(=O)NCCCC1=CC2=CC(=O)C(C)(OC(=O)c3ccc(Cl)nc3)C(=O)C2=CO1 (configuration not stated),4,16,10,0.9,16,-9,7,-1,0.1
COc1ccc(S(=O)(=O)N2CCN(C(=O)c3ccc([N+](=O)[O-])o3)CC2)cc1,0,-7,4,4.8,-6,-1,-6,1,0.1
CC(=O)Nc1ccc(S(=O)(=O)NNC(=O)C(=O)NNc2ccccn2)cc1,-1,4,0,-2.4,11,2,1,-3,-0.1
O=C(CCn1c(=O)[nH]c2ccsc2c1=O)N1CCN(Cc2ccc3c(c2)OCO3)CC1,0,19,8,-0.8,11,-4,3,-1,-0.1
Cc1ccc(-c2noc(CNS(=O)(=O)c3ccccc3)n2)cc1,9,-19,24,3.0,-4,6,2,4,-0.2

# Some of the compounds tested, so the mix of outcomes need not match the whole.
